Bioassay records as filed in PubChem BioAssay.
Furin inhibitor = blocks human furin protease activity | 220,000 tested, 0.061% active | P09958 | purified furin, fluorogenic substrate cleavage | inhibition, % at 30 µM; in the data active = inhibition above about 25%; also: inactives centre near -15
Thrombin inh = thrombin (human) inhibition; P00734; inhibition, % at 5 µM; alpha-thrombin, Boc-VPR-AMC fluorogenic substrate cleavage; AID 1046; 220,000 tested, 0.26% active;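 active = inhibition at or above 40%; inactive = inhibition below 40%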;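 also: 0% = enzyme with no compound and 100% = wells without enzyme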
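Test system: human alpha-thrombin; medium: pH 7.5 Tris-saline with Tween 20; times: reaction at room temperature; signal: AMC fluorescence at 355 nm excitation and 460 nm emission; also added: Boc-VPR-AMC substrate, 15 µM final; dosing: one concentration per compound, 5 µM, with 0.2% DMSO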
FXIa inh = inhibitors of human coagulation factor XIa | purified FXIa, Boc-Glu-Ala-Arg-AMC fluorogenic substrate | inhibition, % at 5 µM | 220,000 tested, 0.14% active | AID 798;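 active = inhibition of at least 40%; inactive = inhibition below 40%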;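 also: fluorescence of freed AMC excited at 355 nm; 0% = enzyme without compound and 100% = no enzyme blank; many of its hits are not listed in these tables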
FXIIa inh = inhibitors of human coagulation factor XIIa. P00748. inhibition, % at 5 µM. purified FXIIa, Boc-QGR-AMC fluorogenic substrate, 2 h. 220,000 tested, 0.3% active; in the data active = inhibition above about 40%;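 also: 0% = enzyme with no compound and 100% = blank without enzyme; many of its hits are not listed in these tables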
KCC2 mod = modulates chloride dependent transport by human KCC2 | B-score of Tl+ flux slope (higher = more flux/activation; lower = inhibition) at 10 µM | 190,000 tested, 2.2% active | KCC2 cells, thallium flux FluoZin-2 fluorescence | AID 1456;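 active = thallium flux slope and its plate-corrected score both differing from the plate sample mean at a set confidence after two filtering rounds, in either direction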;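 also: slope of fluorescence scaled to starting intensity during 10 to 20 s after thallium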
Target sequence (Q9H2X9 whole entry, looked up): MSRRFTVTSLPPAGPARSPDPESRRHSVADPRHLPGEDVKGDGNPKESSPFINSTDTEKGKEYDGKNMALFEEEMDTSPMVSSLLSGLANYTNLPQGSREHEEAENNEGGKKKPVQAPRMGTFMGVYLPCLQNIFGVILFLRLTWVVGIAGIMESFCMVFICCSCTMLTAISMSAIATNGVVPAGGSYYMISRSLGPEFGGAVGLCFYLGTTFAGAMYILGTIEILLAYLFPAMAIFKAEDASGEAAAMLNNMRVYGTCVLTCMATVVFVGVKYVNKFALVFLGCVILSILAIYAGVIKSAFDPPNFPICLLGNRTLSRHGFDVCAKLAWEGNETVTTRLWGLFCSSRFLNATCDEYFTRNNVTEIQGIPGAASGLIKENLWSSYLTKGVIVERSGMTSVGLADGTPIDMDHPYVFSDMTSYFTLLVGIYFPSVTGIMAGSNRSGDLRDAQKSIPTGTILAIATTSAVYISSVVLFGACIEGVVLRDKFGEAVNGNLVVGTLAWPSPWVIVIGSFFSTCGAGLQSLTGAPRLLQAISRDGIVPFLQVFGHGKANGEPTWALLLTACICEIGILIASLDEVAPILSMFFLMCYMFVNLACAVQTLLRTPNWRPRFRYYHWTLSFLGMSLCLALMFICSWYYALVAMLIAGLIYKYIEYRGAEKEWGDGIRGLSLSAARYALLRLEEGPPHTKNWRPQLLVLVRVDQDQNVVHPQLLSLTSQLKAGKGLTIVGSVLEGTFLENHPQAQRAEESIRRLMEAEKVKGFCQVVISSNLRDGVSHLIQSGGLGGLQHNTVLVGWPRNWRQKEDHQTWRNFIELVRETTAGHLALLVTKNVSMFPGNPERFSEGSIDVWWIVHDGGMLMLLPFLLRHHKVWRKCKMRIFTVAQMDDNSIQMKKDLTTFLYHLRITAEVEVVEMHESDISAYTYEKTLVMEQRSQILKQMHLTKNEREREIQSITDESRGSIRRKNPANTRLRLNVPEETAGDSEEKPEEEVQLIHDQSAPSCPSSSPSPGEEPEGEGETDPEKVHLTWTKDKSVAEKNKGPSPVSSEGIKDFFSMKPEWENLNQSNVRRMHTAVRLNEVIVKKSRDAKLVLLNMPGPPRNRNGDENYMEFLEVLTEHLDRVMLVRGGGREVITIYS
p97 inhibitor = blocks human p97 ATPase activity; inhibition, % at 8 µM; recombinant p97 ATPase, Kinase-Glo ATP luminescence, 3 h; AID 1481; P55072; 220,000 tested, 0.42% active; in the data active = inhibition above about 15%;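 also: 0% = DMSO vehicle and 100% = wells lacking enzyme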
Wee1 degr inh = inhibitors of human Wee1 degradation; P30291; HeLa Luc-Wee1K328M stability, luciferase luminescence; 100% = proteasome inhibitor MG132 effect; reporter increase, % at 5 µM; 220,000 tested, 1.2% active;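 active = activation above the mean of all tested compounds plus 3 SD, set per screening run, cut at about 8.8% in these data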;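 also: cells exposed to compound for 20 h before luminescence read; 0% = DMSO alone and 100% = MG132 at 30 µM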
hK5 inh = blocks human kallikrein 5 protease activity; Q9Y337; recombinant hK5, fluorogenic AMC substrate cleavage; inhibition, % at 5 µM; 210,000 tested, 0.59% active;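 active = inhibition of 40% or more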;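 also: 0% = enzyme controls without compound and 100% = no-enzyme blanks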
PERK inh = human PERK inhibition, primary cell-based screen | CHO PERK-DD fusion, SEAP luminescence translation reporter | Q9NZJ5 | 220,000 tested, 0.17% active | inhibition, % at 5.6 µM;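 active = inhibition above the mean inhibition of all tested compounds plus 3 SD, set separately per screening campaign, cut at about 2.9% in these data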;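 also: PERK kinase domain activated by AP20187 dimerizer at 100 nM; 0% = DMSO with dimerizer and 100% = rapamycin at 8.4 µM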
* = called active by the depositor; x = not tested or not shown; [ ] = remark or other dose. An excerpt, so the mix of outcomes need not match the whole.

SMILES	Furin inhibitor	Thrombin inh	FXIa inh	FXIIa inh	KCC2 mod	p97 inhibitor	Wee1 degr inh	hK5 inh	PERK inh
CC(C)NS(=O)(=O)c1ccc(OCC(=O)N2CCN(C)CC2)cc1	-27	1	20	28	x	-4	-1	-23	0.5
COc1ccc2c(c1)c(C(=O)O)c(C)n2CC(C)C	-3	1	-10	-10	0.51	1	0	-16	-0.5
C=C(CC1CC(O)[C@]2(C)OC3CC4OC5C[C@]6(C)O[C@]7(C)CCC8OC9C[C@]%10(C)OC%11C(C)=CC(=O)OC%11CC%10OC9C[C@@H](C)C8OC7CC6O[C@]5(C)C/C=C\C4OC3CC2O1)C(=O)O (stereo partly specified)	-28	3	4	13	0.83	1	0	6	1.5
FC(F)(F)/C(=N\P(=S)(N1CCOCC1)N1CCOCC1)N1CCOCC1	-24	-10	-3	12	x	-2	-3	-22	1.5
CN1C[C@@H]2C[C@@H](c3cccn3-c3ccccn3)N3CCC[C@@]23C1=O	-22	-1	2	11	x	2	-2	x	0.0
C=CC1CN2CCC1CC2c1[nH]c2ccccc2c1CCO (stereo unspecified)	-8	-5	-2	-3	0.95	-3	-1	-8	0.2
Cc1nn(Cc2ccc(Cl)cc2Cl)c(Cl)c1C(=O)O	-31	-1	-1	9	-1.1	4	-2	1	1.2
O=C(Cc1ccccc1)Oc1cccc(N2C(=O)CCC2=O)c1	-7	11	2	15	x	-2	-2	-19	1.1
COc1ccccc1Cn1c(SCC#N)nc2cc(C(=O)N3CCC4(CC3)OCCO4)ccc2c1=O	-15	-1	-6	-1	-0.92	3	2	-16	1.6
Oc1ccc2c3c1OC1C(O)CC[C@@]4(O)[C@@H](C2)N(CC2CCC2)CC[C@]314 (stereo partly specified)	x	x	x	x	0.9	3	-4	x	1.6
CN1C(=O)C(Cc2c[nH]c3ccccc23)C(=O)N(C)C1=O	-27[20 µM]	5	-6	16	1.9	5	-3	-6	1.0
O=c1[nH]c(O)c(C=NCCc2ccccc2)c(=O)[nH]1	-27	-4	5	6	0.23	9	-2	3	2.7
Cc1cccc(OCC(=O)N2CCN(Cc3ccc4c(c3)OCO4)CC2)c1	-27	-9	-1	5	0.047	0	0	6	0.4
CS(=O)(=O)Nc1ccc(Cc2noc(-c3ccc4[nH]cc(CCN)c4c3)n2)cc1	x	x	x	x	0.024	4	-2	x	1.5
CN1C(=O)/C(=C\c2ccc(N3CCCCC3)o2)C(=O)NC1=S	-5[20 µM]	2	13	7	x	-2	3	6	0.3
O=[N+]([O-])c1cc(F)c(N2CCCCCC2)cc1N1CCNCC1	10	-3	2	3	-0.073	5	3	-4	-0.4
COc1ccc(NC(=O)N2CCC3(CC2)OCCO3)cc1OC	-25	-4	5	7	2.2	2	-1	-11	0.7
Cc1nc2cc(C(F)(F)F)ccc2n1C1CCN(Cc2nnnn2Cc2cccs2)CC1	-10	-7	0	3	-1.3	-10	1	1	-1.1
CCc1ccc(-c2nn(Cc3ccccc3)cc2C=O)cc1	4	-13	3	16	-2.3	-13	-1	23	-0.4
COc1ccc(OC)c([C@@H](O)[C@H](C)NC(C)(C)C)c1	-11	x	3	15	0.57	3	1	-12	-0.2
CC(=O)Nc1ccc(OC(=O)N(C)c2ccccc2)cc1	-13	-3	0	1	x	0	0	-23	0.3
O=C(c1cc2c(s1)CCCC2)N1CCC2(CC1)OCCO2	-23[20 µM]	-10	-6	-4	0.24	-1	3	-1	0.0
CCOP(=S)(OCC)Oc1cc(C)oc(=O)c1Cl	2	16	8	18	-0.64	-6	1	26	0.2
CCCCCP(=O)(O)c1ccccc1	-20	5	3	9	0.039	2	-1	-9	1.5
Cc1ccc(-n2c(O)c(C=Nc3ccccc3N)c(=O)[nH]c2=O)cc1C	-8	-2	-7	7	-0.045	-8	-2	-17	0.6
CC(C)CC(NC(=O)C1CCCCC1)C(=O)N1CCC2(CC1)OCCO2 (stereo unspecified)	-16	-2	3	14	x	7	-3	-1	0.7
CCC12CN3CCN(CC(C3)/C1=N\O)C2	-31	-3	-16	12	-0.057	3	-3	1	1.0
O=c1[nH]c(=O)n(-c2ccccc2)c(O)c1N=Nc1ccc(Br)cc1	-13	5	0	x	-0.81	0	5	1	-1.2
COc1ccccc1OCC(=O)Nc1ccc(Cl)cc1C(=O)c1ccccc1	-5[20 µM]	1	-9	7	x	3	-1	-14	0.9
Cc1ccc(C(C)C)c(OCC#CCN2CCCC2)c1	-19	-7	-3	9	0.8	0	-1	x	0.2

Just PERK inh and FXIIa inh (7 entries from above):
smiles | PERK inh | FXIIa inh
COc1ccc(OC)c([C@@H](O)[C@H](C)NC(C)(C)C)c1 | -0.2 | 15
CC(=O)Nc1ccc(OC(=O)N(C)c2ccccc2)cc1 | 0.3 | 1
O=C(c1cc2c(s1)CCCC2)N1CCC2(CC1)OCCO2 | 0.0 | -4
CCOP(=S)(OCC)Oc1cc(C)oc(=O)c1Cl | 0.2 | 18
CCCCCP(=O)(O)c1ccccc1 | 1.5 | 9
Cc1ccc(-n2c(O)c(C=Nc3ccccc3N)c(=O)[nH]c2=O)cc1C | 0.6 | 7
CC(C)CC(NC(=O)C1CCCCC1)C(=O)N1CCC2(CC1)OCCO2 (stereo unspecified) | 0.7 | 14

(next part)
SMILES	Furin inhibitor	Thrombin inh	FXIa inh	FXIIa inh	KCC2 mod	p97 inhibitor	Wee1 degr inh	hK5 inh	PERK inh
CCCCn1c(O)c(C(=O)/C=C/c2ccc3c(c2)OCO3)c(=O)[nH]c1=O	-6	-5	2	0	-0.9	10	0	2	1.6
C=C1C(=O)O[C@@H]2C[C@@H](C)[C@@H]3C=CC(=O)[C@@]3(C)[C@@H](O)[C@H]12	-24	2	1	10	-0.2	x	x	-2	x
Cc1nnc2n1-c1ccc(Cl)cc1C(c1ccccc1)=NC2	x	x	x	x	0.35	-4	4	x	0.9
O=C(Cn1c(=S)[nH]c2ccccc2c1=O)N1CCC2(CC1)OCCO2	-11[20 µM]	-5	-7	3	0.4	-1	7	16	0.0
CC(c1ccccc1)n1cncc1C(=O)N1CCCC1=O (stereo unspecified)	-20	1	4	-1	-0.57	2	-4	4	1.2
Cc1cccc(NC(=O)CSc2nnc([C@@H](N)Cc3c[nH]c4ccccc34)o2)c1C	-28	1	8	10	-0.92	5	-1	6	-0.3
CCc1ccc(OCCCN=C(C)c2c(O)n(C)c(=O)n(C)c2=O)cc1	-13[20 µM]	-11	0	10	-0.27	3	1	-15	-0.4
COc1ccc(OC)c(C(O)C(C)N)c1 (stereo unspecified)	-20	x	14	10	-0.7	5	-2	1	1.0
NCCCC(=O)OC1N=C(c2ccccc2Cl)c2cc(Br)ccc2NC1=O (stereo unspecified)	-29	0	-2	9	0.5	5	-2	3	1.6
CCCCN1C(=O)NC(=O)C2(Cc3cc(C)ccc3N(C)C2)C1=O (stereo unspecified)	-5	-9	8	16	0.66	3	-3	-28	0.0
NCC1(CC(=O)O)CCCCC1	-20	-4	-10	-3	-0.61	-3	1	-11	0.2
CCC(=NCc1cc(OC)cc(OC)c1)c1c(O)n(C)c(=O)n(C)c1=O	-15[20 µM]	4	0	11	-1.2	6	2	-9	0.6
O=C(CNS(=O)(=O)c1ccc(Br)s1)N1CCC2(CC1)OCCO2	-20	5	0	9	0.46	10	1	-8	0.5
O=C(N/N=C/c1c(O)n(Cc2ccccc2)c(=O)[nH]c1=O)c1ccccc1O	-4	2	7	7	-2.3	-2	3	-106	-0.1
N=C1c2ccccc2CN1c1ccc(F)c([N+](=O)[O-])c1	-26	-1	-4	5	0.81	0	-1	4	0.3

Quoted from the listing:
p97 inhibitor with O=C(CNS(=O)(=O)c1ccc(Br)s1)N1CCC2(CC1)OCCO2 = 10
Thrombin inh with CCCCCP(=O)(O)c1ccccc1 = 5
KCC2 mod with O=C(N/N=C/c1c(O)n(Cc2ccccc2)c(=O)[nH]c1=O)c1ccccc1O = -2.3

Continuation:
SMILES	Furin inhibitor	Thrombin inh	FXIa inh	FXIIa inh	KCC2 mod	p97 inhibitor	Wee1 degr inh	hK5 inh	PERK inh
O=c1c2ccccc2nc(-c2ccc([N+](=O)[O-])cc2)n1-c1ccccc1	-19	2	11	6	-0.16	3	-4	-1	-0.3
CC(C)CN(CC(C)C)c1ccc(C=C2C(=O)NC(=S)NC2=O)cc1[N+](=O)[O-]	-7[20 µM]	5	10	16	-0.39	3	-2	-9	1.7
C=CCOC(=O)C1=C(C)OC(N)=C(C(=O)OCC)C12C(=O)N(CC(N)=O)c1ccccc12 (stereo unspecified)	-24	-3	1	13	0.0018	-5	0	11	0.3
Cc1ccc(Cn2c(C)c3cnn(CC(=O)N4CCC5(CC4)OCCO5)c(=O)c3c2C)cc1	-21	-4	-2	2	1.6	-1	0	-6	-0.5
O=C1Nc2ccc(Br)cc2C(c2ccccc2Cl)=NC1O (stereo unspecified)	-12	-11	-6	4	-1.1	0	4	-2	1.6
O=c1[nH]c(=S)n(C2CC2)c(O)c1/C=N/Nc1cccc2ccccc12	-7	-2	14	11	0.46	8	8.9*	-66	1.1
COc1cccc(CCNCc2cccc(C(F)(F)F)c2)c1	-21	-16	-1	1	0.3	-5	-1	-3	-0.1
Cc1ccc(N2C(=O)NC(=O)/C(=C\c3cc(C)n(-c4sc5c(c4C#N)CCCC5)c3C)C2=O)cc1	-3	11	-5	-1	-0.015	7	-1	-5	0.2
CCn1c(O)c(C(=O)CC2NCCc3ccccc32)c(=O)n(CC)c1=S (stereo unspecified)	-6	1	-8	2	0.56	0	-1	-19	0.8
Cc1cc(/C=C2/C(=O)NC(=O)N(Cc3ccco3)C2=O)c(C)n1-c1ccccc1O	-9	-5	-2	2	-0.9	12	-2	-3	1.0
O=C1CC(=O)N(c2ccc3c(c2)OCO3)C(=O)N1	-2[20 µM]	-3	-2	5	0.34	6	2	-9	0.8
Cc1ccc(C2N(c3cc(C)on3)C(=O)C3CCCN32)cc1 (stereo unspecified)	-2	1	16	-10	x	0	5	-12	0.8
